# Assay outcomes: PubChem, several laboratories
# H9c2 protect: protects H9c2 cardiomyocytes from peroxide injury | H2O2 injury protection, ATPLite, 2 h | protection from H2O2 cell death, % at 20 µM | AID 588492 | actives 0.63% (n = 360,000);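 active = compounds giving at least 50% protection of heart cells from peroxide-induced death in the single-dose screen, raw or plate-pattern-corrected value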;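 note: 0% = DMSO wells with peroxide and 100% = DMSO wells without peroxide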
# HTR2A ag: mouse HTR2A agonism via beta-arrestin recruitment; CHO-K1 mHTR2A beta-arrestin complementation, luminescence; percent of 30 µM serotonin response; actives 0.66% (n = 360,000); activation, % at 7.6 µM; P35363;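 active = activation above a run cutoff, the mean activation of all tested compounds plus 3 SD, cut at about 14% in these data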;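 note: 0% = plate median of compound wells and 100% = 30 µM serotonin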
# Target sequence (P35363 whole entry, looked up): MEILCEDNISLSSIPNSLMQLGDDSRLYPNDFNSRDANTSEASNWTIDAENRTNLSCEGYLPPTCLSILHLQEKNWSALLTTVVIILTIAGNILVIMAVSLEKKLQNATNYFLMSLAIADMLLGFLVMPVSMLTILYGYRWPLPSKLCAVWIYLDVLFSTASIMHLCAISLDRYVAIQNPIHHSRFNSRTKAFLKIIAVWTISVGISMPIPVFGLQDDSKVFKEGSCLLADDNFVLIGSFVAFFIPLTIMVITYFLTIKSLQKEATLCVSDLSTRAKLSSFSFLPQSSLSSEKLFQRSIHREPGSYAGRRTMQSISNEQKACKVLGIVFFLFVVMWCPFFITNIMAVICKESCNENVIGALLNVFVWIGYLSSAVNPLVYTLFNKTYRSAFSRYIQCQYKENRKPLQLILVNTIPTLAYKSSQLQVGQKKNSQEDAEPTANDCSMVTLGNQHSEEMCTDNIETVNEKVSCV
# aDG glyco up: increases alpha dystroglycan glycosylation. Pro5-aDG cells, alpha-DG glycosylation AlphaScreen (IIH6); 0% Pro5, 100% B10-LARGE cell signal. activation, % at 10 µM. actives 0.22% (n = 360,000);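 active = activation of at least 8% versus controls, or a plate z-score of at least 8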;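 note: Pro5 are CHO cells carrying HIG-tagged alpha-DG that lacks glycosylation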
# Granule exo inh: lytic granule exocytosis inhibition | actives 0.66% (n = 360,000) | TALL-104 LAMP-1 surface exposure, flow cytometry; cells stimulated with thapsigargin and PMA | inhibition, % at 10 µM;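 active = inhibition above about 55%, limit read from the data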
# iPSC survival up: increases survival of single human iPS cells; hiPSC single-cell survival, ATPlite luminescence; 100% = ROCK inhibitor wells, 0% = DMSO; survival enhancement, % at 20 µM; actives 0.044% (n = 360,000); in the data active = survival enhancement above about 18%;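 note: cells exposed to compounds for 16 hours before the ATP read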
# ABCB6 inh MLPCN: blocks the human ABCB6 transporter; K562-ABCB6 porphyrin accumulation, flow cytometry, 1 h; hits give low values; fluorescence ratio to DMSO, % at 10 µM; Q9NP58; actives 0.19% (n = 360,000);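 active = fluorescence ratio to DMSO below 75%, the collection mean minus 3 SD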;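 note: signal is porphyrin accumulated inside mitochondria; 100% equals median channel fluorescence of DMSO control wells; lower ratio means ABCB6 inhibition with less porphyrin fluorescence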
# MC4R antag cAMP: blocks human MC4R cAMP signaling. MC4R-expressing cells, MTII-stimulated cAMP, LANCE TR-FRET. inhibition, % at 6.5 µM. actives 0.48% (n = 360,000). AID 540295;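 active = inhibition above its plate's cutoff, the mean of tested wells on that plate plus 3 SD, cut at about 29% in these data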;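 note: 0% = Melanotan II alone and 100% = Melanotan II plus saturating MCL0020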
# Target sequence (P32245 whole entry, looked up): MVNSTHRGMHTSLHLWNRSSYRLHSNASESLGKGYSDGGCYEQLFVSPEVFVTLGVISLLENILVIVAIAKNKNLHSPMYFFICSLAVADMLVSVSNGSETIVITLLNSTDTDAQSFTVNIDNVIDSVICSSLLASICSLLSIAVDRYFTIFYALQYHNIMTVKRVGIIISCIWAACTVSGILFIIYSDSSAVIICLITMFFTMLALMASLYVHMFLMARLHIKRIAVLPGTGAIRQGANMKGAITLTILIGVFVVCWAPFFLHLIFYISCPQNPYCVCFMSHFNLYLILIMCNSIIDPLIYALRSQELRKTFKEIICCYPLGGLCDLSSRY
#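 System: U2OS cells stably expressing human melanocortin 4 receptor (MC4R). Reagent: Melanotan II challenge after compound preincubation. Doses: 6.5 µM. Times: 30-min compound, 1-h challenge, 1-h detection, room temperature. Measured by: TR-FRET with Eu-cAMP and labeled anti-cAMP, 671 nm. Replicates: singlicate.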
# Glyco luc inh: blocks N-linked glycosylation in D54 reporter cells; D54 ERlucT glycosylation luciferase reporter, 24 h; percent of 100 nM tunicamycin response; reporter increase, % at 12.5 µM; actives 0.23% (n = 360,000);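 active = mean luciferase reporter signal, scaled so untreated is 0 and the glycosylation-blocking control 100, at or above a set limit in every replicate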;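 note: luciferase carries N-glycosylation sites so blocking glycosylation raises the light; 0% = median of neutral control wells and 100% = median of 100 nM tunicamycin wells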
# MC4R barr agon: activates human MC4R beta-arrestin recruitment; activation, % at 8.9 µM; P32245; U2OS MC4R beta-arrestin complementation, luminescence; percent of melanotan II response, DMSO zero; actives 0.98% (n = 360,000);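 active = activation above a per-plate cutoff, the mean activation of sample wells on that plate plus 3 SD, cut at about 8% in these data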
# ABHD5-PLIN5 inh: ABHD5-PLIN5 protein interaction inhibition. actives 0.78% (n = 360,000). inhibition, % at 4 µM. Split G. princeps luciferase complementation, luminescence, 4 h. Q00G26+Q8WTS1. AID 602281;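 active = inhibition above the mean inhibition across every tested compound plus 3 SD, cut at about 22% in these data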;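 note: 0% = DMSO only wells and the 100% control is not disclosed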
# Active calls of the source: *; nt = not tested or not shown; & = joins results of further samples.
SMILES,H9c2 protect,HTR2A ag,aDG glyco up,Granule exo inh,iPSC survival up,ABCB6 inh MLPCN,MC4R antag cAMP,Glyco luc inh,MC4R barr agon,ABHD5-PLIN5 inh
CCc1c(C)nc2ncnn2c1N1CCN(S(=O)(=O)c2ccc(OC)cc2)CC1,-14,6,0.3,0,-0.7,99,1,-4,-2.6,3
COc1ccc(C(=O)NNC(=S)NC(=O)c2ccc(OC)cc2)cc1,15,-8,0.3,-4,0.7,95,0,2,-4.4,-7
Cc1ccc(OCCC(=O)OCC(=O)Nc2ccc(C)cc2Cl)cc1,-1,0,-0.2,-3,-0.2,95,15,0,0.7,-10
CCCc1cc(=O)oc2cc(C)cc(OCC(=O)NC3CC3)c12,9,3,-0.2,-4,-0.5,95,0,1,-3.1,-2
Cc1ccc(N/C(=C\C(=O)c2ccccc2)C(=O)O)cc1,7,0,-0.2,2,-0.6,100,13,0,0.3,93*
COc1ccc(C)cc1S(=O)(=O)N(CC(=O)Nc1cccc([N+](=O)[O-])c1)c1cc(C)cc(C)c1,-3,3,-0.2,1,-0.8,96,7,-1,2.5,-2
CSc1ncc(C(=O)Nc2ccc(Cl)cc2)c(C)n1,-5,-3,0.2,-12,1.5,105,18,0,1.8,-7
N#Cc1c(NCc2ccccc2)ccnc1NCc1cccnc1,-13,7,0.8,0,3.2,101,6,-2,2.5,4
O=C1C(=O)N(c2ccccn2)C(c2cccc(F)c2)/C1=C(/O)c1ccccc1 (stereo not drawn),-2,-3,0.1,-7,0.7,102,29*,0,1.1,-1
CC1CCN(C(=O)CSc2nnc3ccccn23)CC1,16,6,-0.1,2,2.6,93,3,-1,-1.3,-3
COc1ccc(CCNC(=O)CSc2nc(O)c(CCC(C)C)c(=O)[nH]2)cc1OC,-1,0,0.3,-1,-0.5,101,21,2,1.3,-17
CC(C)C(NC(=O)c1ccc(C(C)(C)C)cc1)C(=O)N1CCC(C(N)=O)CC1 (stereo not drawn),5,-6,0.1,2,1.2,92,2,2,0.0,1
COc1cccc(CN(C(=O)c2ccco2)C2CCS(=O)(=O)C2)c1 (stereo not drawn),2,-2,0.0,3,-0.2,98,-2,2,2.0,14
COc1ccccc1Sc1nc(-c2ccccn2)ncc1OC,-6,-1,4.2,0,23*,102,4,1,2.6,2
CN(C)S(=O)(=O)c1cccc(-c2cn3ccccc3n2)c1,2,-7,-0.3,1,-1.9,97,-6,0,-0.3,0
NC(=O)c1cc2ccc(O)cc2oc1=NCc1ccccc1,11,5,-0.3,-3,-1.7,95,-13,-9,-1.3,0
CCCCNc1c(-c2ccc(-c3cccc(Cl)c3)cc2)nc2ccccn12,-22,-7&-5,1.3&0.4,8&22,-2.3&-1.5,100&100,23,-1,0.0,-7&-7
CC(C)(C)NC(=O)CN(C(=O)CS(=O)CC(=O)Nc1ccc(F)cc1)c1ccc(Cl)cc1 (stereo not drawn),-2,-5,-0.1,0,0.5,99,14,1,-0.6,0
Cn1c(SCC(=O)c2ccccc2)ncc(C(=O)Nc2ccccc2)c1=O,10,-2,-0.1,22,-0.4,96,0,20,-0.8,2
O=C(NC1CCN(C(=O)NCc2ccccc2)CC1)c1ccco1,6,3,-0.1,2,4.2,100,7,1,-1.5,0

# Three entries from above, arranged by the value under MC4R barr agon, lowest first:
Molecule	HTR2A ag	aDG glyco up	Granule exo inh	ABCB6 inh MLPCN	MC4R antag cAMP	Glyco luc inh	MC4R barr agon	ABHD5-PLIN5 inh
CCCc1cc(=O)oc2cc(C)cc(OCC(=O)NC3CC3)c12	3	-0.2	-4	95	0	1	-3.1	-2
O=C(NC1CCN(C(=O)NCc2ccccc2)CC1)c1ccco1	3	-0.1	2	100	7	1	-1.5	0
CCCCNc1c(-c2ccc(-c3cccc(Cl)c3)cc2)nc2ccccn12	-7&-5	1.3&0.4	8&22	100&100	23	-1	0.0	-7&-7

# (more compounds)
SMILES,H9c2 protect,HTR2A ag,aDG glyco up,Granule exo inh,iPSC survival up,ABCB6 inh MLPCN,MC4R antag cAMP,Glyco luc inh,MC4R barr agon,ABHD5-PLIN5 inh
CC(OC(=O)[C@@H](NS(=O)(=O)c1ccccc1)C(C)C)C(=O)c1c(N)n(C)c(=O)n(C)c1=O (stereo partly drawn),-4,6,-0.3,-12,-0.1,98,3,0,-0.6,-4
CN(CCc1ccccn1)C(=O)CC1C(=O)NCCN1Cc1ccc(-c2ccccc2)cc1 (stereo not drawn),3,-2,0.9,6,-0.3,105,18,-2,2.3,5
O=c1cc(O)c2sc3nc(-c4ccccc4)cc(C(F)(F)F)c3c2[nH]1,9,2,-0.1,-3,-0.6,103,14,5,0.2,2
Nc1c(C(=O)c2ccccc2)sc(Nc2ccccc2)c1S(=O)(=O)c1ccccc1,-10,-8,-0.3,-1,-0.2,90,12,-3,-3.0,4
CC(C)c1ccccc1NC(=O)Cn1c(-c2ccccc2Cl)nc2ccccc21,1,-2,0.1,-1,0.6,102,-5,-2,-0.2,-14
CCOC(=O)CN1C(=O)N[C@H](c2ccc(Br)cc2)C(C(C)=O)=C1C,9,-5,0.0,-6,-2.7,100,17,2,-0.7,-2
O=C(COC(=O)c1ccccc1Cl)Nc1cccnc1Cl,7,2,0.0,2,-1.6,104,3,2,0.1,11
CC1(C)CC2(CCO1)OC(=O)CC2C(=O)Nc1ccc(Cl)cc1[N+](=O)[O-] (stereo not drawn),-4,0,0.0,-4,-0.5,100,-2,0,-3.4,3
O=C(COC(=O)c1ccc(S(=O)(=O)N2CCCCCC2)cc1)NCc1ccc(Cl)cc1,4,-1,0.3,-1,1.1,96,5,1,-2.8,2
C/C(=C\C(=O)c1ccncc1)Nc1ccccc1O,-25,-12,1.8,-2,-2.6,105,-2,3,0.3,2
CC1CCCN(CCCNC(=O)c2coc3nc4ccccc4nc23)C1 (stereo not drawn),-4,-1,0.0,-5,2.1,98,3,3,-0.4,-1
Cc1cc(C)c2c(n1)nn1c(N3CCN(Cc4ccccc4)CC3)cc(C)nc21,2,3,0.0,1,-1.3,96,-2,2,2.8,5
C=CCNC(=O)C1CC(=O)N(c2ccc(C)cc2)C1 (stereo not drawn),9,1,0.0,0,-1.3,95,7,0,-0.1,2
CCOc1ccc(N(C)C(=O)CCc2nnc3ccc(N4CCOCC4)nn23)cc1,0,4,-0.2,-2,0.2,97,-1,2,-2.9,-2
CCCCN(CC)CCNC(=O)c1nn(-c2ccc(OC)cc2)c(=O)c2c1c1ccccc1n2C,-7,-3,1.1,8,-5.4,103,3,-3,0.3,-3
O=C(CN(CC1CCCO1)C(=O)CNS(=O)(=O)c1ccccc1)NCc1ccco1 (stereo not drawn),2,1,0.2,-9,-0.9,100,8,0,-2.0,4
CSc1ncc(C(=O)Nc2ccc(Br)cn2)c(C)n1,-2,0,0.1,-12,0.3,98,2,4,-2.3,5
CCCCNc1ncnc2c1cnn2Cc1ccc(Cl)cc1,40,-7,0.0,-6,-0.5,92,-9,10,-1.6,-2
COc1ccccc1CC(=O)Nc1ccc2c(c1)C(=O)NC2=O,7,-1,-0.1,-3,0.8,88,10,2,0.3,-2
Cc1nc(N)sc1-c1csc(Nc2cccc(O)c2)n1,4,3,0.2,-7,-0.5,98,2,2,-0.7,-21
Cc1cccc(Nc2ccncc2S(N)(=O)=O)c1,-2,0,-0.1,-2,0.7,97,3,2,-0.6,-3
O=C(O)C1CC(=O)N(Cc2cccnc2)C1 (stereo not drawn),3,4,-0.1,-5,1.1,94,-4,1,-0.5,4
S=c1[nH]nc(-c2ccncc2)n1/N=C/C(Cl)=C\c1ccccc1,2,3,0.9,-2,0.5,102,16,0,-2.1,19
CCc1ccccc1NC(=O)CN1CCN(C(=O)c2ccc(OCc3cn4ccccc4n3)cc2)CC1,-13,4,0.0,3,-0.5,96,5,-3,-0.9,8
CCC(C)NC(=O)c1ccc(CS(=O)(=O)Cc2ccc(Cl)cc2)o1 (stereo not drawn),3,-4,0.2,-1,-1.9,96,15,-1,0.2,1
COC(=O)c1ccc(/C=N\NC(=O)CC(=O)NCCc2ccccc2)cc1,-3,3,0.1,2,-1.5,98,6,-1,-0.2,0
COc1c2c(c(OC)c3ccccc13)[C@]1(OC2)O[C@H](CCO)C[C@H](O)[C@H]1O,4,-1,-0.1,-2,1.6,87,nt,1,nt,1
O=C(c1ccc(Cl)c(S(=O)(=O)N2CCc3ccccc3C2)c1)N1CCN(c2ccccc2)CC1,-2,-6,0.8,-1,0.6,95,-5,0,-0.2,-4
Cc1nn(-c2cc(C(F)(F)F)ccc2Cl)c2nc(C(F)(F)F)[nH]c(=O)c12,1,2,-0.3,-6,5.2,99,7,3,-2.3,5
O=C(N1CCCCC1)C1(S(=O)(=O)c2ccccc2)CC=CC1,-1,-1,-0.1,1,-1.1,98,7,0,-2.6,33*
Clc1ccc(C[n+]2cc(-c3ccc(Cl)cc3)n3c2CCC3)cc1,-10,1,-0.1,-10,-0.4,104,7,7,1.3,4
Cc1c(CC(=O)O)c(=O)oc2cc(OCc3nn[nH]n3)ccc12,4,-3,0.0,-3,8.5,97,3,1,-2.0,-1
C/C(=N/NC(=O)CNC(=O)c1cccnc1)c1ccccc1,4,-6,0.0,5,0.0,101,14,2,-0.7,-5
CCCN(CCC)CC(O)Cn1c2ccccc2c2ccccc21 (stereo not drawn),-4,3,0.4,-1,-1.8,98,-6,-4,1.6,7
O=C(CSc1nnc(Cc2cccs2)n1CCc1ccccc1)N1CCCc2ccccc21,67*,2,0.0,21,0.5,95,9,-3,-1.5,4
O=C(Cn1cnc2c(oc3ccccc32)c1=O)c1ccccc1,-1,1,3.3,-2,1.1,99,-1,1,-1.8,3
Clc1cccc(Cc2c(C3CCCCC3)nc3ccc(Cl)cn23)c1,-5,-3,0.1,-1,0.6,97,nt,1,nt,-6
COc1cccc(NC(=O)CSc2nc3ccccc3nc2N2CCOCC2)c1,-8,-2,-0.2,5,3.3,101,-1,-12,2.8,-17
Cc1ccc(S(=O)(=O)N2C[C@H]3C(=O)C[C@@H](c4ccccc4)N(S(=O)(=O)c4ccc(C)cc4)[C@H]3C[C@H]2c2ccccc2F)cc1,-2,-3,-0.4,-7,0.1,99,nt,-6,nt,17
O=C(O)CCCC(=O)N1CCOCCOCCOCCOCC1,1,3,-0.1,15,0.4,97,3,1,-1.8,1
CCOC(=O)c1ccc(NC(=O)CCS(=O)(=O)Cc2ccccc2)cc1,-6,15*,-0.1,-19,0.7,106,-4,0,4.1,-3
COCCn1c(=NC(=O)c2cccs2)sc2cc(NC(C)=O)ccc21,1,1,0.0,0,-0.6,98,1,-3,-0.1,-1
Cc1nn(CC(=O)Nc2ccc(Cl)cc2)c(=O)c2cc(-c3ccccc3)nn12,3,4,0.1,-3,-0.4,102,-1,5,-0.1,5
O=C(Nc1ccccc1N1CCN(C(=O)c2ccc(Cl)cc2)CC1)c1cccc([N+](=O)[O-])c1,17,4,-0.2,-3,0.5,105,10,3,-3.6,5
O=C(Cn1c(=O)n(-c2ccc(F)cc2)c(=O)c2sccc21)c1ccccc1,12,-5,-0.3,3,-0.3,101,8,0,-0.5,-2
CCOc1ccc(/C=C/C(=O)Nc2ccc3[nH]c(=O)[nH]c3c2)cc1,0,4,-0.1,-7,1.8,100,-3,-5,-2.0,5
COCCNC(=O)c1cc2c(-c3ccccc3F)nn(C)c2s1,6,-5,-0.1,-3,2.5,100,16,6,-0.8,3
